Source: PubChem BioAssay
UBC13 polyUb = blocks human UBC13 polyubiquitin chain formation; inhibition, % at 20 µM; P61088; TR-FRET; 330,000 tested, 0.47% active; in the data active = inhibition above about 45%, passing the limit was not always enough; inconclusive = no clear call, values can overlap the other calls
Jurkat NFkB inh = inhibitors of the PMA/ionomycin-induced NF-kB reporter in Jurkat cells; PMA/ionomycin-induced NF-kB luciferase reporter, luminescence; inhibition, % at 4 µM; 330,000 tested, 0.53% active; AID 435003
Gli-Sufu antag = antagonists of Gli-Sufu signaling. AID 588413. Sufu-KO-LIGHT fibroblasts, Gli luciferase reporter luminescence. 340,000 tested, 0.74% active. inhibition, % at 5 µM;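 active = inhibition above about 55%, limit read from the data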;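 also: 0% = DMSO-treated cells and 100% = wells with medium but no cells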
CCR6 antagonist = antagonists of human CCR6 receptor; CHO-K1 CCR6 PathHunter beta-arrestin, luminescence, CCL20-stimulated; P51684; AID 493098; inhibition, % at 20 µM; 340,000 tested, 0.49% active;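 active = compounds whose inhibition of the agonist-driven luminescence signal at 20 µM reaches about 50%, limit read from the data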;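 also: cells stimulated with CCL20 at 14 nM final; plate controls were DMSO with CCL20 for no effect and DMSO without agonist for full effect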
SENP8 inh = inhibitors of human SENP8 protease. 330,000 tested, 1.2% active. AID 2540. inhibition, % at 10 µM. Q96LD8. purified SENP8, Z-RLRGG-aminoluciferin cleavage, luminescence
Apaf1 inhib = inhibitors of human Apaf-1 apoptosome. 330,000 tested, 0.71% active. inhibition, % at 20 µM. O14727. reconstituted apoptosome caspase-3 activity, DEVD-Rh110 fluorescence; active = inhibition of at least 40% at 20 µM;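 also: plate controls were DMSO wells for no effect and DEVD-CHO caspase inhibitor wells for full effect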
Target sequence (O14727 whole entry, looked up): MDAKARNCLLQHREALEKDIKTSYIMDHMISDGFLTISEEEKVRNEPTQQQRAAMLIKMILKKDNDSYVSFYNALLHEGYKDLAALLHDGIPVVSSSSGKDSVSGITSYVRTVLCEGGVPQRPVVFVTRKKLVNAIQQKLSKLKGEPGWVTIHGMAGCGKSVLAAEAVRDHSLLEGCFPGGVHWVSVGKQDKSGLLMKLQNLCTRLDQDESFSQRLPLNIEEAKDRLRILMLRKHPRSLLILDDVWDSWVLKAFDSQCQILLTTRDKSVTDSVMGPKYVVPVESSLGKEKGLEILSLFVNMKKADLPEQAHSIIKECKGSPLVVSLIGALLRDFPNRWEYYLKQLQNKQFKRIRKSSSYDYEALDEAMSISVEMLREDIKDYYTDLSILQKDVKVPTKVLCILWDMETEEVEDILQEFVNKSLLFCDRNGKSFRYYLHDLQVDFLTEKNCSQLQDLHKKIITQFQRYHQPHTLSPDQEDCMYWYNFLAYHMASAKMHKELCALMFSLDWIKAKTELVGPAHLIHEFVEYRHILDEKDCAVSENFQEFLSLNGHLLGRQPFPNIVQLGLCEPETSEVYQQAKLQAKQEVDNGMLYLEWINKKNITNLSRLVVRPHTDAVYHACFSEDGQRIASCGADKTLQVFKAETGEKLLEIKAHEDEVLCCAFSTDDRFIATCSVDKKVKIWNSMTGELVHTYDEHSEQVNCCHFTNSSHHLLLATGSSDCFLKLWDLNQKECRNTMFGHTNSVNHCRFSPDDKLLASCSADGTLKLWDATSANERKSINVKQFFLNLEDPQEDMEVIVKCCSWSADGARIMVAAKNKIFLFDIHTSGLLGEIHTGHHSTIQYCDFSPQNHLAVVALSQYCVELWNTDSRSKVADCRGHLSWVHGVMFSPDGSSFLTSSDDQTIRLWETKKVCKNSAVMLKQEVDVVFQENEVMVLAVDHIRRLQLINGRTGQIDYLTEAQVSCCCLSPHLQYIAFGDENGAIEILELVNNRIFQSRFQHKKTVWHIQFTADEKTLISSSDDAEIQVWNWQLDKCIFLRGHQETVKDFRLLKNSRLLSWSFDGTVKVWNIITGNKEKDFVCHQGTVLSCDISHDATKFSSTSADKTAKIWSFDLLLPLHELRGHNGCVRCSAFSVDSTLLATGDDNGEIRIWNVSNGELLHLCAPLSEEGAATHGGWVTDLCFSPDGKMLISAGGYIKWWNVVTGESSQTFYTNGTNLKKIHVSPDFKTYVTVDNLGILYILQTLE
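Material: biochemical Apaf-1 apoptosome reconstitution. Medium: Hepes buffer, pH 7.5. Also added: cytochrome c activation, bis-DEVD rhodamine 110 substrate. Timing: 30 min compound preincubation, 50 min activation, room temperature. Measured by: rhodamine 110 fluorescence at Ex 480/Em 540 nm.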
EBI2 antag = EBI2 (human) antagonism | inhibition, % at 5 µM | EBI2 beta-arrestin recruitment, luminescence, 7a,25-OHC stimulated | 360,000 tested, 0.81% active; in the data active = inhibition above about 38%;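 also: enzyme fragment complementation signal reports receptor beta-arrestin coupling in cells; 0% = agonist plus DMSO wells and 100% = wells without agonist; some results beyond the cut were filed as inactive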
697 NFkB inh = lowers PMA/ionomycin-induced NF-kB signal in 697 B cells; 697 B-cell NF-kB luciferase reporter, 16 h; inhibition, % at 4 µM; 330,000 tested, 0.33% active; in the data active = inhibition above about 35%
* = called active by the depositor; i = inactive; u = inconclusive; x = not tested or not shown. Rule as the data show it, unless noted: active = inhibition above about 50%; inactive = the rest. An excerpt. The share of hits here may be higher or lower than overall.

SMILES	UBC13 polyUb	Jurkat NFkB inh	Gli-Sufu antag	CCR6 antagonist	SENP8 inh	Apaf1 inhib	EBI2 antag	697 NFkB inh
CCC(CO)Oc1cc(NCc2ccc(OC)cc2)c2ncn(C(C)C)c2c1 (stereo unspecified)	2	3	5	6	7	8	12	2
N#Cc1cc([N+](=O)[O-])ccc1Oc1cccc(/C=N/NC(=O)c2cccc(Cl)c2)c1	-1	15	8	8	1	10	-2	-9
CCOc1ccc(Nc2nc(Cl)nc(N3CCN(c4ccc(OC)cc4)CC3)n2)cc1	3	3	7	3	-2	15	16	-9
Cc1cccc(OCCNc2ccc(C(F)(F)F)cc2[N+](=O)[O-])c1	-19	-34	-65	21	-13	0	-4	-41
O=c1cc(-c2ccc(O)c(O)c2)oc2ccc3ccccc3c12	3	-67	-53	21	96*	16	8	i
CC(=O)Nc1cccc(NC(=O)/C=C/c2ccc(S(=O)(=O)N3CCOCC3)cc2)c1	-16	-11	-16	4	-10	11	-3	-8
Cc1cccnc1Nc1nc(-c2ccc(O)cc2)cs1	4	-125	-72	-18	96*	14	-2	-112
Cc1cc(NC(=O)c2noc3c2CCCC3)nn1Cc1ccc(Cl)cc1	3	-5	15	5	-13	6	11	7
COc1ccc(C2C(C(=O)N3CCN(c4ccccn4)CC3)CCC(=O)N2c2cc(OC)c(OC)c(OC)c2)cc1 (stereo unspecified)	-7	-9	-1	-15	-7	-5	-6	16
N#CC1(NC(=O)COC(=O)CCCN=C2NS(=O)(=O)c3ccccc32)CCCCC1	9	7	8	7	-3	-5	8	5
Cc1ccc2cc(NC(=O)CC(CC(=O)O)c3ccccc3)ccc2n1 (stereo unspecified)	10	7	13	0	8	0	-2	2
COC(=O)c1cccnc1-n1c(=O)c2cccnc2n(Cc2cccc(C(F)(F)F)c2)c1=O	-6	7	11	12	0	-13	-4	-7
CC(C)=NNc1nc2sc3c(c2c(=O)[nH]1)CC(C)(C)OC3	-5	4	-9	7	11	-3	-4	6
COc1ccc(CNC(=S)Nc2ccc(Br)cc2)cc1	5	-8	2	10	5	8	-2	15
COc1ccc(-n2c(NNC(C)=O)nc3sc4c(c3c2=O)CCCC4)cc1	-4	-14	10	2	-5	2	5	-7
O=C(OCc1nnc(-c2ccccc2)o1)c1cccc(-n2cnnn2)c1	1	-9	0	5	-7	-1	-13	9
CN(C)C(CNC(=O)c1cc(S(=O)(=O)N(C)c2ccc(F)cc2)ccc1Cl)c1ccco1 (stereo unspecified)	1	0	11	2	13	8	2	21
CSc1ncc(Cl)c(C(=O)Nc2c(C)cccc2C)n1	4	-6	-1	-5	1	1	-5	2
CN1C2CCC1/C(=C/c1cccn1C)C(=O)/C2=C\c1cccn1C	-181	12	4	19	-6	5	5	-11
O=C(NCc1ccccc1)c1cc(-c2ccncc2)nc2ccccc12	-1	-28	-4	10	-4	13	-2	-13
Cc1cccc(-c2nnc3n2N=C(c2ccccc2Br)CS3)c1	0	11	-1	7	4	13	23	-8
Cc1onc(-c2ccccc2Cl)c1C(=O)Nc1nnc(Cc2ccc(Cl)cc2)s1	-7	-18	-5	29	6	19	-14	-13
CC(NC(=O)C12CC3CC(CC(C3)C1)C2)C(=O)NN=Cc1ccc([N+](=O)[O-])o1 (stereo unspecified)	-25	12	-8	-10	10	11	-28	11
CCn1c(SCC(=O)N2CCCC(C)C2)nc2c1c(=O)n(C)c(=O)n2C (stereo unspecified)	2	4	10	1	-6	1	0	-7
COC(=O)Cc1ccc2c3ccccc3n(C)c2c1	1	-6	-6	-2	-6	4	-1	2
Cc1cnc(NS(=O)(=O)c2ccccc2)c(C)n1	4	3	6	7	4	-2	-4	-1
CCOc1ccc(NC(=O)CCC(=O)N2CCSc3ccccc32)cc1	7	6	-3	13	-1	12	1	-11
C#CCNC(=O)C1=C[C@@H](C2CCCCC2)C[C@@H](OCCCCO)O1	-9	-10	-10	5	-3	15	1	-18
N#C/C(C(=O)Oc1ccccc1)=C1\C=Cc2ccccc2N1	12	-15	-3	15	-5	9	-4	4
COc1cc(Cl)c(C)cc1NC(=O)COC(=O)C1CC1C (stereo unspecified)	1	-10	9	11	-11	22	-3	-23
Cc1cccc(C)c1NC(=S)N1CCOCC1	3	16	1	-4	-7	-3	1	9
O=C1CSC(c2ccccc2[N+](=O)[O-])N1c1cccc(F)c1 (stereo unspecified)	2	0	6	8	6	-9	-5	10
Cc1cccc2c1-c1sc(C(=O)NCCCN3CCCC(C)C3)cc1CO2 (stereo unspecified)	67*	29	26	28	4	23	-23	1
COc1ccc2cc(/C=C/C(=O)c3ccco3)c(Cl)nc2c1	13	-25	x	x	-2	1	x	6
COc1ccccc1C(=O)NCCC(=O)N1CCCC(C(F)(F)F)C1 (stereo unspecified)	-4	9	5	-22	-8	-1	-10	-15
O=C(CCN1CCCCC1)Nn1c(=S)[nH]c2ccccc2c1=O	8	6	-16	13	7	2	1	29
CC(=O)Oc1ccc(OC(C)=O)c(S(=O)(=O)c2ccc(C)c(C)c2)c1	6	16	0	3	-2	2	-21	13
CN1CCN(S(=O)(=O)c2cccc(C(=O)NCCOc3ccccc3F)c2)CC1	11	8	-4	-9	-3	16	0	19
COC(=O)c1c(-c2ccc(OC)cc2)sc2cc3c(cc12)OCO3	u	-70	-83	-8	-5	0	1	-97
Cc1ccc(NC(=O)C2C3C=CC4(O3)C2C(=O)N(CCCN2CCOCC2)C4C(=O)NC2CCCCC2)cc1Cl (stereo unspecified)	3	13	-3	-2	1	6	0	-3
CC(C)(C)OC(=O)n1cc(CCO)c2ccccc21	6	-8	0	3	7	4	-6	2
COc1ccc(C(=O)c2c[nH]c(C(=O)NCc3ccco3)c2)cc1	-4	-25	-3	-3	-1	-8	4	6
Cc1ccsc1C(=O)OCC(=O)Nc1ccc(Cl)cn1	1	7	-2	-1	-1	5	-4	9
CS(=O)(=O)Nc1ccc(S(=O)(=O)N2CCCCCC2)cc1	-8	-5	13	12	-9	5	-4	-10
O=C(NCC1CCCO1)c1ccc2c(c1)C(=O)N(C1CCCCC1)C2=O (stereo unspecified)	8	3	3	-15	-1	9	7	9
CCSc1nnc(NC(=O)c2nc(-c3ccccc3)n(-c3ccccc3)n2)s1	-14	7	-9	8	-6	15	12	-45
O=C(COc1ccc(Br)cc1Cl)NNC(=O)c1ccccc1	0	-6	-3	5	-8	14	-7	18
C/C(=N\OC(=O)c1ccc(OC(C)C)cc1)c1ccc(C)c(C)c1	2	-5	2	-3	-11	20	24	-2
Cc1c(C(=O)N2CCCCCC2)c(S(=O)(=O)NCc2ccccc2Cl)c(C)n1C	2	-20	-9	16	-2	-4	-4	4
COc1ccc(CN2CCOCCOCCN(Cc3ccc(OC)cc3)CCOCCOCC2)cc1	7	4	6	3	2	0	6	-14
Cn1c(=O)c2[nH]c(SCC(=O)c3ccc(F)cc3)nc2n(C)c1=O	-4	-10	-6	16	3	-22	-11	-16
CC(C)(C)NCc1cccn1-c1sc2c(c1C#N)CCCC2	-2	-5	-17	4	-5	18	0	2
N#Cc1cccc(NC(=O)CSc2ccccc2)c1	-1	-5	-17	11	1	3	2	15
COc1ccc(NC(=O)COC(=O)CCSc2ccccc2)cc1	-16	-47	-3	10	-8	11	-1	-28
CC(C)CNC(=O)CN1C(=O)NC2(CCc3ccccc32)C1=O (stereo unspecified)	-1	-7	-6	7	-7	-11	0	4
CCc1ccc(Nc2n[n+](-c3ccccc3)c(-c3ccc(C(=O)O)cc3)s2)cc1	-28	-15	-20	5	-18	2	-7	15
Cc1cccc(C2CC3(CC(C)(C)NC(=S)N3)Oc3cc(O)ccc32)c1 (stereo unspecified)	9	-12	1	18	-1	8	0	-12
O=C(O)CC/C(=C\c1ccc(Cl)c([N+](=O)[O-])c1)c1nc2ccccc2s1	-11	17	-5	7	6	-7	-13	4
CC(=O)Nc1nc2ccccc2n1Cc1ccc(C)cc1	13	2	-2	29	1	-14	8	-9
CC(OC(=O)C1CCN(S(=O)(=O)c2ccccc2)CC1)C(=O)Nc1ncc(Cl)cc1Cl (stereo unspecified)	-9	-9	-1	-8	4	3	-6	-30

Continuation:
SMILES	UBC13 polyUb	Jurkat NFkB inh	Gli-Sufu antag	CCR6 antagonist	SENP8 inh	Apaf1 inhib	EBI2 antag	697 NFkB inh
O=C(NCCc1ccccc1)c1cccc(S(=O)(=O)N2CCCCC2)c1	0	-18	-13	17	11	12	11	-15
Cc1ccc(NC(=O)CCc2ccc(S(=O)(=O)N3CCOCC3)cc2)c(O)c1	2	2	8	1	6	-4	-6	-6
COc1ccc(Cl)cc1NC(=O)CSc1nc(NS(=O)(=O)c2ccc(C)cc2)cc(=O)[nH]1	2	3	14	7	0	-1	6	7
Cn1cc(CNCC2CCCO2)c(-c2ccc(Oc3ccccc3)cc2)n1 (stereo unspecified)	13	-10	20	8	-3	4	8	5
COc1cc(C2Nc3ccc4ncccc4c3C3=C2C(=O)CC(C)(C)C3)cc(OC)c1O (stereo unspecified)	-7	-4	-10	-14	1	-4	-3	-29
CC(=O)Nc1ccc(S(=O)(=O)NCCC(=O)N2CCc3ccccc32)cc1	-4	-5	-4	-5	-11	4	-4	3
c1ccc(-[n+]2nc(Nc3cccc4ccccc34)sc2-c2c3ccccc3cc3ccccc23)cc1	-93	26	50	14	7	29	-50	-1
Oc1ccc(Br)cc1/C=N/N1CCN(Cc2ccccc2)CC1	-3	-9	4	14	-10	14	16	-18
O=C(COC(=O)c1ccccn1)Nc1cccc(Cl)c1	-3	-5	5	-7	-3	5	-3	-18
O=C(Nc1cccc(NC(=O)C2CC2)n1)C1CC1	4	4	0	-11	-1	1	-9	-3
N#C/C(=C/c1ccc(N2CCOCC2)o1)c1ccc(Br)cc1	-171	-6	0	17	-9	-109	33	-8
N/C(=N/OS(=O)(=O)c1ccc([N+](=O)[O-])cc1)c1ccncc1	-9	8	-3	-44	4	-9	-6	-12
Cn1c(=O)c2c(nc(CN3CCN(c4ccccc4)CC3)n2CCN2CCOCC2)n(C)c1=O	4	2	-21	-2	-3	3	x	21
Cc1ccccc1-n1c(-c2csc(C)c2C)n[nH]c1=S	10	-15	-13	13	2	8	-11	-6
Cc1cccc(C)c1NC(=O)CC(NCCc1ccccc1)C(=O)O (stereo unspecified)	-5	-1	1	2	2	-5	-5	14
O=c1cc(N2CCc3ccccc3C2)[nH]c(=O)n1-c1ccc(Cl)cc1	1	9	-3	5	2	-9	1	17
CCc1nnc(NC(=O)CCNC(=O)c2ccco2)s1	3	-12	0	-4	0	-6	7	11
CCOC(=O)c1cnc(SSc2ncc(C(=O)OCC)c(N)n2)nc1N	0	1	25	5	-9	-6	11	5
O/N=C\c1cnc(N2CCN(c3ccccc3)CC2)s1	7	18	-2	13	-1	11	-3	-11
ClCCCc1cn(C[C@H]2CC[C@@H]([C@@H]3CC[C@H](Cn4cc(CCCCl)nn4)O3)O2)nn1	0	3	-7	2	-8	2	-9	15
